Screening results as filed in PubChem.
RXFP1 ag – RXFP1 (human) receptor agonism; Q9HBX9; HEK293T-RXFP1 cAMP TR-FRET, 30 min; response scale: percent of porcine relaxin response, buffer zero; Potency, µM (highest dose often 57.5 µM), for inactives: at the highest dose activation, hits mostly activators; hit rate 0.3% among 370,000; AID 2676; note: % is set by controls: 0 for no effect and ±100 for the full control effect; nearly all actives have a fitted effect of over 60% in size; many of its hits are not listed in these tables
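cAMP rise read by TR-FRET after 30 min, 37C compound exposure (up to 58 uM) in RXFP1-transfected HEK293 cells with Ro 20174 present. EC50 from Hill-equation fits, with 29 nM porcine relaxin as 100% and buffer as basal.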
RGS4 inhibitor – blocks human RGS4-accelerated GTP hydrolysis. Potency, µM (highest dose often 114 µM), for the others: at the highest dose activity change, negative = inhibition, actives largely listed as inhibitors. hit rate 0.039% among 390,000. P49798. Transcreener GDP fluorescence polarization, RGS4-accelerated GTP hydrolysis; note: % is set by controls: 0 for no effect and ±100 for the full control effect; nearly all actives have a fitted effect of over 75% in size; some results filed as inactive show a strong effect at the top dose
Target sequence (P49798 whole entry, looked up): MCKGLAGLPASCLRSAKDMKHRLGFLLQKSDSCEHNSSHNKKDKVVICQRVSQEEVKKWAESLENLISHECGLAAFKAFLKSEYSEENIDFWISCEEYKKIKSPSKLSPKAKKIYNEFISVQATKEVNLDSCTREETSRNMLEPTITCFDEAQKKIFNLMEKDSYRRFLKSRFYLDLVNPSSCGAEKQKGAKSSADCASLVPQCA
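MLSMR compounds (23 nl, pin-transferred) preincubated 10 min at room temperature with a 500nM (2x) first reagent, then RGS4 at 900nM (2x) plus Transcreener GDP mix added; fluorescence polarization (620/688 nm) read before and after 90 min at 30 °C.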
Vif-APOBEC3F blk – Vif-A3F binding inhibition; hit rate 0.2% among 390,000; AID 602313; Potency, µM (doses to about 46.1 µM), inactives show at the highest dose activity, negative = active; HeLa A3F-eYFP + Vif (tagged APOBEC3F with the HIV-1 protein that degrades it), YFP fluorescence increase; note: % of control where 0% means no effect; nearly all actives have a fitted effect of over 65% in size
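HeLa cells stably expressing Vif plus C-terminally eYFP-tagged A3F were seeded, incubated overnight at 37 deg C, dosed with compound, incubated overnight again at 37 deg C. Yellow fluorescence (Ex 488/Em 500-530) reported blocked Vif-mediated A3F-eYFP degradation.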
TrxR1 substrate – is turned over as a substrate by rat TrxR1. Potency, µM (top dose mostly 114 µM), without a hit: at the top dose activity change, negative = substrate turnover. O89049. AID 588456. purified TrxR1 substrate turnover, NADPH consumption readout. hit rate 0.01% among 390,000; note: % is set by controls: 0 for no effect and ±100 for the full control effect; nearly all actives have a fitted effect of over 50% in size
Target sequence (O89049 whole entry, looked up): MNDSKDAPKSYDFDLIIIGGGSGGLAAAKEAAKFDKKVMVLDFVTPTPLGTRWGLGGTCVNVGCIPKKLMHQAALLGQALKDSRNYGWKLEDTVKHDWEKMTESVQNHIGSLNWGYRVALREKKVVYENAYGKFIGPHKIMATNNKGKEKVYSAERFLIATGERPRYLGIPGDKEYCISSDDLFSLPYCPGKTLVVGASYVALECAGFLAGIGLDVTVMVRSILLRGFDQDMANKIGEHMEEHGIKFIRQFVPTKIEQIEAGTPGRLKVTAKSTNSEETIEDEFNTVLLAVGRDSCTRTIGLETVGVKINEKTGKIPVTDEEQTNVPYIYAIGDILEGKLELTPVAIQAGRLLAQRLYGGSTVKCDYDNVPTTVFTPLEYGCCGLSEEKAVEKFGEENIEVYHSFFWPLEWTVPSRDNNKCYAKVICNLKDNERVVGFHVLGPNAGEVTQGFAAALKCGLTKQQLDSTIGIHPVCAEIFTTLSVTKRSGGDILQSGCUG
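Rat TrxR1, dispensed at 90 nM, was prereduced with 400 uM NADPH (final) for 5 min at ~22 deg C, then incubated with compound 15 min before 400 uM selenite. A first-read NADPH fluorescence drop versus no-compound background flagged substrates.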
IDH1 R132H inh – inhibitors of human mutant IDH1 R132H; IDH1-R132H enzyme, NADPH consumption, diaphorase/resazurin fluorescence; Potency, µM (top dose mostly 76.6 µM), for inactives: at the highest dose activity change, negative = inhibition, hits mostly inhibitors; hit rate 0.093% among 390,000; note: % is set by controls: 0 for no effect and ±100 for the full control effect; nearly all actives have a fitted effect of over 65% in size
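IDH1-R132H (0.5 ug/mL) preincubated 30 min with compound, then NADPH (0.016 mM) and alpha-KG (2 mM) added; 80 min at RT, pH 7.5. Remaining NADPH coupled via diaphorase/resazurin to fluorescence (540/590 nm); concentration-response curves normalized to no-enzyme control.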
Vif-A3G inh – inhibitors of Vif-APOBEC3G interaction | Q9HC16 | Potency, µM (series often up to 46.1 µM), for inactives: at the top dose activity, negative = active, actives largely listed as inhibitors | HeLa A3G-eYFP + Vif (tagged APOBEC3G with the HIV-1 protein that degrades it), YFP fluorescence, overnight | hit rate 0.076% among 410,000 | AID 602310;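 note: % is set by controls: 0 for no effect and ±100 for the full control effect; nearly all actives have a fitted effect of over 60% in size; hits raise eYFP signal because A3G escapes Vif-driven loss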
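HeLa cells stably expressing Vif and C-terminally eYFP-tagged A3G, seeded overnight at 37 deg C, then exposed to compound by pintool overnight at 37 deg C. Rise in yellow fluorescence (Ex 488/Em 500-530, Acumen) marks blocked Vif-driven A3G degradation.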
ALOX12 inh – inhibitors of human 12S-lipoxygenase ALOX12 | P18054 | purified 12hLO, xylenol orange hydroperoxide absorbance | Potency, µM (top dose mostly 108 µM), without a hit: at the top dose activity change, negative = inhibition, most hits filed as inhibitors | hit rate 1.1% among 580,000 | AID 1671190; note: % is set by controls: 0 for no effect and ±100 for the full control effect
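Purified human 12hLO at 150 nM in 25 mM Hepes, 0.01% Triton X-100, pH 7.0, preincubated 15 min at room temperature with compound. Reaction started with 40 uM arachidonic acid, 30 min at room temperature. Hydroperoxide measured by Fe-xylenol orange, 573/405 nm absorbance ratio.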
USP1-UAF1 inh – inhibitors of human USP1/UAF1 deubiquitinase | hit rate 0.23% among 390,000 | AID 743255 | recombinant USP1/UAF1, Ub-Rhodamine cleavage fluorescence | Potency, µM (titrated, usually from 57.1 µM), inactives show at the top dose activity change, negative = inhibition, most hits filed as inhibitors; note: % is set by controls: 0 for no effect and ±100 for the full control effect; nearly all actives have a fitted effect of over 60% in size; inactives centre near -12
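In this screen, compounds sit with the deubiquitinase complex (1nM) for 15 min at room temperature before Ub-Rho is added at 150nM final. Fluorescence rise is then followed for 6 reads every 60 seconds.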
TrxR1 inh – inhibitors of rat thioredoxin reductase 1; Potency, µM (doses to about 114 µM), inactives show at the highest dose activity change, negative = inhibition, usual class: inhibitors; hit rate 1% among 390,000; AID 588453; O89049; recombinant rTrxR1, NADPH fluorescence consumption, selenite substrate; note: % is set by controls: 0 for no effect and ±100 for the full control effect; nearly all actives have a fitted effect of over 65% in size
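Rat TrxR1 (90 nM in the dispensed reagent) was pre-reduced with 400 uM NADPH for 5 min at room temperature, then incubated with compound for 15 min. After 400 uM selenite was added, NADPH fluorescence (Ex 340/Em 450 nm) was followed for 8 min.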
Starred values were filed as active, the others as inactive; ? = inconclusive; . = no result given; [ ] = another dose, or the depositor's remark. Calls come from the whole dose curve; as a rule, active = well fitted curve in the direction sought with a large enough effect; inconclusive = small, poorly fitted or top-dose-only effect, or another doubt; inactive = no such curve, though single readings can be large; an effect the other way counts as inactive or inconclusive. Potency is the fitted concentration of half-maximal effect. A portion of the library. The share of hits here may be higher or lower than overall.

SMILES	RXFP1 ag	RGS4 inhibitor	Vif-APOBEC3F blk	TrxR1 substrate	IDH1 R132H inh	Vif-A3G inh	ALOX12 inh	USP1-UAF1 inh	TrxR1 inh
CN1CCN(C(=S)Nc2cc(S(=O)(=O)N3CCOCC3)ccc2Cl)CC1	-0.6%	10.1%	0.2%	5.9%[57.1 µM]	3.4%	0.2%	-2.5%	-4.6%	-26.1%
Clc1ccc2c(c1)C=Nc1c(NCc3ccccc3)ncnc1O2	2.6%	-38.0%	-7.4%	-2.8%	5.7%	0.9%	0.0%	-12.9%	0.3%
CCOC(=O)CSc1nc2c(sc3ccccc32)c(=O)n1CCO	2.8%	12.2%	-11.7%	4.3%[57.1 µM]	1.1%	-2.4%	8.2%	-16.4%	14.8%[57.1 µM]
CC(=O)Nc1ccc(C(=O)NC(CC(=O)O)c2ccc(Cl)cc2)cc1 (configuration not stated)	-1.1%	28.0%	-15.5%	4.2%[2.29 µM]	-1.7%	-4.3%	-19.3%	4.2%	-1.4%[2.29 µM]
Cc1c(C(=O)NCC2CCCO2)sc2nc(-c3ccccc3)cn12 (configuration not stated)	1.0%	-0.3%	3.1%	4.0%[57.1 µM]	0.8%	2.4%	5.4%	-14.4%	3.9%[57.1 µM]
COc1ccccc1OCCNC(=O)c1ccc(C)c(S(=O)(=O)N2CCOCC2)c1	2.1%	-7.8%	9.8%	1.8%	4.8%	-2.8%	-16.5%	-12.9%	6.8%
Cc1cccc(CCNC(=O)c2nc(-c3ccc(Cl)cc3)n3c2CCCCC3)c1	-0.1%	3.6%	1.3%	0.9%	0.0%	1.5%	?	?	20.8%
CCS(=O)(=O)c1nc(S(=O)(=O)c2ccc(Cl)cc2)c(N2CCC(C(N)=O)CC2)s1	18.8%	-5.5%	?	-0.7%	-3.7%	0.3%	7.4%	-21.6%	-7.5%
Cc1ccc(C)c(NC(=O)CCC(=O)NNS(=O)(=O)c2ccc(Cl)cc2)c1	-0.8%	2.5%	-1.8%	7.6%	9.2%	-0.7%	?	-21.0%	26.0%
COc1ccc(S(=O)(=O)CC(=O)Nc2ccccc2Cl)cc1	1.5%	6.6%	-7.5%	-0.4%	18.0%	-8.4%	-16.0%	-6.9%	5.0%
S=C1NCCOCCOCCOCCNC(=S)NCCOCCOCCOCCN1	1.8%	4.8%[56.9 µM]	-3.0%	3.7%	1.2%	0.2%	0.0%	-14.6%	-12.8%
Nc1c(NCCN2CCOCC2)c2ccccc2oc1=O	1.3%	5.1%	.	2.9%	-0.5%	-2.5%	469.7%[activator]	?	-16.2%
CCSc1nc2sc3c(c2c(=O)n1CC)CC(C)(C)OC3	-0.3%	0.1%	2.9%	5.1%[57.1 µM]	8.7%	-0.7%	?	-8.6%	2.2%
C/C(N)=C(/C#N)C(=O)CSc1nnnn1-c1ccccc1	0.8%	-6.6%[11.4 µM]	2.5%	10.9%[57.1 µM]	-1.2%	2.3%	255.7%[activator]	-21.9%	17.2%[57.1 µM]
Cc1cn([C@H]2C[C@H](O)[C@@H](CNC(=O)[C@@H]3C[C@H](F)CN3)O2)c(=O)[nH]c1=O	.	.	-4.5%	.	-4.0%	-0.2%	-7.8%	-13.9%	.
COc1cnc(-c2ccccn2)nc1NC(C)C	4.6%	-3.4%	-29.3%	-2.9%[57.1 µM]	-2.7%	-6.8%	-8.9%	-15.1%	-4.8%[57.1 µM]
O=C(Cn1nc(C(=O)O)c2ccccc2c1=O)Nc1ccc(Br)cc1	-1.0%	3.5%	?	-5.1%	1.2%	1.5%	?	?	20.2%[57.1 µM]
O=C(COc1ccc2c(c1)OCO2)NCc1cccs1	.	-17.0%	-1.8%	-4.1%	2.0%	0.5%	-11.4%	-13.5%	-5.4%
Cc1ccc(S(=O)(=O)C2(C(=O)NC3CCCC3)CC2)cc1	0.6%	-3.8%	-23.5%	2.4%	1.0%	-2.3%	23.7%	3.5%	10.7%
Cc1[nH]n(C2=NCCS2)c(=O)c1N=Nc1cccc(C(F)(F)F)c1	0.1%	-5.1%	-10.4%	-0.7%	1.2%	1.6%	-10.8%	-5.9%	13.8%
Cc1ccc(C(=O)c2oc3ccccc3c2NC(=O)Cc2ccccc2)cc1	16.9%	-0.6%	5.9%	31.1%[activator]	-3.6%	3.4%	-9.4%	-13.5%	12.3%
O=C(COc1ccccc1-c1ccccc1)N/N=C/c1ccncc1	4.5%	20.3%	?	7.0%[57.1 µM]	1.7%	-1.5%	-11.5%	-25.7%	23.2%[57.1 µM]
Cc1ccc(/C=C/C(O)=C2/C(=O)N(C)C3(C)CC2c2ccccc2O3)cc1 (configuration not stated)	1.1%	4.8%	-3.5%	5.8%[57.1 µM]	3.2%	-10.1%	0.0%	-17.8%	7.6%[57.1 µM]
CCOC(=O)C1CCN(c2nc3cc(OC)ccc3cc2C#N)CC1	-2.0%	-12.3%	0.1%	24.0%	8.1%	-2.9%	-12.1%	-21.2%	0.5%
Cc1cc(=O)oc2cc(OCC(O)CN3CCN(c4ccc(F)cc4)CC3)ccc12 (configuration not stated)	2.1%	-12.5%	-5.7%	19.5%	-0.7%	2.1%	6.3%	-18.3%	7.1%
(listing goes on)
SMILES	RXFP1 ag	RGS4 inhibitor	Vif-APOBEC3F blk	TrxR1 substrate	IDH1 R132H inh	Vif-A3G inh	ALOX12 inh	USP1-UAF1 inh	TrxR1 inh
Cc1c(C(=O)OC2CCCCCC2)[nH]c2c1C(=O)CC(c1ccc(Cl)cc1)C2 (configuration not stated)	-0.8%	7.1%	-2.6%	-6.2%	-17.7%	-1.7%	2.1%	-1.2%	5.3%
O=C1c2nccnc2C(=O)N1Cc1ccccc1	.	-28.5%	11.8%	21.3%[57.1 µM]	6.6%	-0.1%	3.3%	-3.5%	39.9%[57.1 µM]
Cc1ccc(N(C)C(CNS(=O)(=O)c2ccccc2)c2ccccc2)cc1 (configuration not stated)	0.4%	6.5%	.	-0.9%	.	.	-20.2%	-12.4%	18.0%
CCn1c(CNC(=O)c2ccco2)nnc1SCC(=O)c1ccccc1	0.5%	-1.0%	-0.8%	5.8%	-0.9%	-0.4%	-1.5%	-21.4%	8.0%
Cc1sc2cc3c(c(C(=O)c4ccccc4)[n+]2c1C)-c1cccc2cccc-3c12	-0.1%	-32.2%	16.8%	8.5%[57.1 µM]	2.0%	-9.3%	?	-10.9%	13.5%[57.1 µM]
Clc1ccc(CN2CCN(/N=C/c3ccco3)CC2)cc1	0.2%	2.7%	0.1%	7.9%[57.1 µM]	0.8%	-1.3%	6.6%	-11.2%	24.9%[57.1 µM]
CCN(CC(=O)Nc1ccc(OC)cc1)C(=O)c1ccccc1Sc1ccccc1C#N	-0.1%	-10.6%	2.7%	2.6%[57.1 µM]	-3.5%	0.1%	13.7%	-11.3%	5.6%[57.1 µM]
Cc1cc(C)n2nc(SCn3nnc4ccccc4c3=O)nc2n1	7.1%	-0.9%	-3.7%	-3.1%	0.0%	-4.9%	6.1%[57.4 µM]	-12.0%	8.0%
Cn1c(SCC(=O)N2c3ccccc3Sc3ccc(Cl)cc32)nnc1-c1ccco1	-1.1%	-29.2%	-3.8%	7.4%	4.2%	0.3%	-20.1%	-5.7%	-8.1%
CN1CCN(CCNC(=O)Nc2ccc([N+](=O)[O-])cc2)CC1	0.0%	11.2%	5.0%	-10.7%	0.7%	5.3%	29.1%	-23.4%	-5.5%
Cc1cccc(C=CC(=O)c2ccc(Cl)cc2)c1	.	-20.8%	7.3%	8.2%[57.1 µM]	25.0%	-18.4%	1.0%	-10.0%	10.2%[57.1 µM]
COc1ccc(S(=O)(=O)N2CCCC2CNC(=O)C(=O)Nc2ccc(C)cc2)cc1 (configuration not stated)	0.8%	3.6%	0.1%	8.8%[57.1 µM]	0.0%	-0.2%	10.3%	-14.4%	24.1%[57.1 µM]
CCOc1ccccc1CN1CCN(Cc2cc3ccccc3[nH]2)CC1CCO (configuration not stated)	-2.2%	11.7%	-8.7%	-3.1%[57.1 µM]	-2.0%	-1.0%	3.2%	-12.6%	-2.9%[57.1 µM]
O=C(O)c1cccc2c1-c1ccccc1/C2=N\Nc1ccccc1	3.8%	-6.1%[56.9 µM]	4.8%	-4.8%	-6.9%	-4.4%	0.0%	?	-0.1%

A few values from above:
USP1-UAF1 inh, CCN(CC(=O)Nc1ccc(OC)cc1)C(=O)c1ccccc1Sc1ccccc1C#N reads -11.3%
Vif-APOBEC3F blk, CCOc1ccccc1CN1CCN(Cc2cc3ccccc3[nH]2)CC1CCO (configuration not stated) reads -8.7%

Just USP1-UAF1 inh, for two of the compounds above:
Molecule,USP1-UAF1 inh
Cc1ccc(S(=O)(=O)C2(C(=O)NC3CCCC3)CC2)cc1,3.5%
CCOC(=O)C1CCN(c2nc3cc(OC)ccc3cc2C#N)CC1,-21.2%
